aGal spleen mod = inhibits or activates alpha-galactosidase in human spleen homogenate; Potency, µM (series often up to 80 µM), for inactives: at the top dose activity change, negative = inhibition, hits mostly inhibitors; P06280; 240,000 compounds, 0.008% hits; human spleen homogenate, 4MU-alpha-Gal fluorescence, 40 min; AID 2107;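 further: 0% = enzyme with vehicle and -100% = no enzyme basal signal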
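qHTS titration in buffer at pH 5.0. Alpha-galactosidase activity in spleen homogenate was measured via 4-methylumbelliferone release from 1 mM fluorogenic substrate after 40 min at 37C and a pH 10 stop. AC50 came from Hill fits of control-normalized data.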
Tau ThT inhib = blocks human tau fibril formation measured by thioflavin T; AID 1460; 270,000 compounds, 2.1% hits; recombinant tau K18 P301L, heparin-induced fibrillization, ThT fluorescence; Potency, µM (top dose mostly 57.4 µM), for inactives: at the top dose activity, negative = inhibition, actives largely listed as inhibitors; further: nearly all actives have a fitted effect of over 55% in size
Target sequence (P10636 561-689 P618L limits assumed): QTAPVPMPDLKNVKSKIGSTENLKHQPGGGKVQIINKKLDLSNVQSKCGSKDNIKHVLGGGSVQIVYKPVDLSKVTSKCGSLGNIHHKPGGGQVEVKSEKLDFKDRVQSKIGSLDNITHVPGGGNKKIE
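Tau K18 P301L fragment (15 uM unlabeled plus 0.24 uM Alexa 594-labeled) in 100 mM sodium acetate pH 7 with compound, fibrillization induced by 20 uM heparin for 6 hr at 37 C. Thioflavin T (30 uM) added, fluorescence read after 1 hr (ex 450, em 510 nm).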
GAA spleen mod = inhibitors or activators of human alpha-glucosidase in spleen homogenate. P10253. human spleen homogenate, 4-MU-alpha-glucoside fluorescence. Potency, µM (highest dose often 79.9 µM), without a hit: top-dose activity change, negative = inhibition, actives largely listed as inhibitors. 240,000 compounds, 0.006% hits. AID 2112;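 further: 0% = enzyme with vehicle and -100% = no enzyme basal signal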
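Human spleen homogenate (1 ug) incubated with compounds and 1 mM 4-methylumbelliferyl-alpha-D-glucopyranoside in pH 5.0 citrate/phosphate buffer, 37 C, 40 min. Stopped at pH 10; 4-MU fluorescence (Ex 365/Em 440 nm); AC50 by Hill fit.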
Tau fluor counter = counter-screen for tau fibril formation inhibitors; tau K18 P301L Alexa594 fluorescence, heparin fibrillization; Potency, µM (titrated, usually from 57.7 µM), for the others: at the top dose activity change, negative = decrease; AID 1463; 280,000 compounds, 0.93% hits; further: nearly all actives have a fitted effect of over 55% in size
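Human tau K18 P301L (15 uM unlabeled, 0.24 uM Alexa 594-labeled) in 100 mM sodium acetate pH 7 with 20 uM heparin, 6 hr at 37 C. ThT 30 uM added, 1 hr ambient; Alexa 594 FP and total fluorescence read at 555/632 nm.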
Tau FP inhib = inhibitors of human tau fibril formation; AID 1468; Potency, µM (titrated, usually from 57.7 µM), inactives show at the highest dose activity, negative = inhibition, actives largely listed as inhibitors; P10636; 280,000 compounds, 0.39% hits; K18 P301L tau heparin fibrillization, Alexa594 FP, 6 h; further: nearly all actives have a fitted effect of over 55% in size
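Recombinant K18 P301L […], labeled with Alexa 594 at 0.24 uM over 15 uM unlabeled; heparin inducer 20 uM final; 37 C, 6 hr; FP endpoint.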
Numbers without * were called inactive. The call rests on the fitted dose curve; in most records, active means well fitted curve in the direction sought with a large enough effect; inconclusive means small, poorly fitted or top-dose-only effect, or another doubt; inactive means no such curve, though single readings can be large; an effect the other way counts as inactive or inconclusive. Unless noted, on the % scale 0 is the no-effect control and ±100 the full control effect; potency means the concentration at half of the fitted maximal effect. These rows are one share of the data; rates above refer to the full screens.

SMILES	aGal spleen mod	Tau ThT inhib	GAA spleen mod	Tau fluor counter	Tau FP inhib
CC(=O)C1=C(O)C2C3c4c[nH]c5cccc(c45)CC3C(C)(C)N2C1=O (stereo unspecified)	6%	-23%	-2%	-15%	-7%

Source: PubChem BioAssay
